# IL2 activator: activators of IL-2 | hit rate 0.065% among 360,000 | IL-2 activation reporter assay, cell-based qHTS; stimulated with anti-CD3/CD4/CD28 beads; in transgenic mouse T cells | AID 652025 | activation, % (series mostly up to about 46 µM); in the data active = activation above about 50%; inconclusive = mostly about 30% to 49%; note: 0% is about no effect
#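 Using fluorescent plate cytometry, EGFP and DsRed are detected in transgenic mouse T cells stimulated 18 h at 37 degrees C with antibody-coated beads after 60 min compound pretreatment.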
# Nrf2 inh: Nrf2 pathway inhibition; A549 ARE-Fluc reporter, luciferase luminescence, 18-24 h; Potency, µM (doses to about 46 µM), without a hit: at the highest dose activity change, negative = inhibition, hits mostly inhibitors; hit rate 2.1% among 360,000; AID 504444; note: potency is the fitted concentration of half-maximal effect; % is set by controls: 0 for no effect and ±100 for the full control effect; nearly all actives have a fitted effect of over 60% in size
#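 A549 ARE_Fluc cells (5000/well, 5% FBS OPTI-MEM) pre-incubated 2 h, then treated with compounds 18-24 h at 37C/5% CO2 in concentration-response. CellTiter-Fluor viability read first; BugLite luciferase luminescence after 15 min at room temperature gives Nrf2 activity.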
# TGFb inhibitor: inhibitors of TGF-b signaling; HepG2 CAGA-GFP TGF-b/SMAD3 reporter, GFP fluorescence, 18 h; TGF-beta stimulated, 500 pg/mL final; Potency, µM (series often up to 46.1 µM), for inactives: top-dose activity, negative = inhibition, hits mostly inhibitors; hit rate 1.2% among 410,000; AID 588855; note: potency is the fitted concentration of half-maximal effect; % is set by controls: 0 for no effect and ±100 for the full control effect; nearly all actives have a fitted effect of over 65% in size
#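 TGF-beta reporter screen: HEPG2 CAGA-GFP, 1% FBS, 500 pg/mL TGF-beta final, 18 h; per-cell GFP summed per well; curves fitted and categorized by class.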
# HepG2 viability: counter-screen for TGF-b inhibitors: cytotoxicity in HepG2 cells; hit rate 0.76% among 410,000; HepG2 CAGA-GFP viability, ATP luminescence, 18 h; Potency, µM (doses to about 46.1 µM), for inactives: at the highest dose activity change, negative = cytotoxicity, usual class: cytotoxic; note: potency is the fitted concentration of half-maximal effect; some results filed as inactive show a strong effect at the top dose
#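 HepG2 CAGA-GFP cells (1000/well, DMEM with 1% FBS) received compound, then TGF-beta at 500 pg/mL final, and were incubated 18 hours at 37 degrees C. Viability was read by CellTiter-Glo luminescence. Media-only wells were set as complete cell-killing and DMSO as no toxicity.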
# ATXN viability: viability counter-screen for ATXN expression inhibitors. S2 cells (HEK-293 line with an ATXN2-luciferase reporter) viability, CellTiter-Fluor protease fluorescence, 24 h. AID 651635. Potency, µM (titrated, usually from 56.7 µM), actives largely listed as cytotoxic. hit rate 0.49% among 400,000; note: potency is the fitted concentration of half-maximal effect; nearly all actives have a fitted effect of over 40% in size
# EPAC2 ag: activates human EPAC2 exchange factor. EPAC2 activation, biochemical qHTS; response scale: 100% = 6.5 mM cAMP response. Potency, µM (highest dose often 154 µM), for inactives: at the highest dose activation, usual class: activators. hit rate 0.079% among 360,000; note: potency is the fitted concentration of half-maximal effect; nearly all actives have a fitted effect of over 50% in size
# Target sequence (Q8WZA2 whole entry, looked up): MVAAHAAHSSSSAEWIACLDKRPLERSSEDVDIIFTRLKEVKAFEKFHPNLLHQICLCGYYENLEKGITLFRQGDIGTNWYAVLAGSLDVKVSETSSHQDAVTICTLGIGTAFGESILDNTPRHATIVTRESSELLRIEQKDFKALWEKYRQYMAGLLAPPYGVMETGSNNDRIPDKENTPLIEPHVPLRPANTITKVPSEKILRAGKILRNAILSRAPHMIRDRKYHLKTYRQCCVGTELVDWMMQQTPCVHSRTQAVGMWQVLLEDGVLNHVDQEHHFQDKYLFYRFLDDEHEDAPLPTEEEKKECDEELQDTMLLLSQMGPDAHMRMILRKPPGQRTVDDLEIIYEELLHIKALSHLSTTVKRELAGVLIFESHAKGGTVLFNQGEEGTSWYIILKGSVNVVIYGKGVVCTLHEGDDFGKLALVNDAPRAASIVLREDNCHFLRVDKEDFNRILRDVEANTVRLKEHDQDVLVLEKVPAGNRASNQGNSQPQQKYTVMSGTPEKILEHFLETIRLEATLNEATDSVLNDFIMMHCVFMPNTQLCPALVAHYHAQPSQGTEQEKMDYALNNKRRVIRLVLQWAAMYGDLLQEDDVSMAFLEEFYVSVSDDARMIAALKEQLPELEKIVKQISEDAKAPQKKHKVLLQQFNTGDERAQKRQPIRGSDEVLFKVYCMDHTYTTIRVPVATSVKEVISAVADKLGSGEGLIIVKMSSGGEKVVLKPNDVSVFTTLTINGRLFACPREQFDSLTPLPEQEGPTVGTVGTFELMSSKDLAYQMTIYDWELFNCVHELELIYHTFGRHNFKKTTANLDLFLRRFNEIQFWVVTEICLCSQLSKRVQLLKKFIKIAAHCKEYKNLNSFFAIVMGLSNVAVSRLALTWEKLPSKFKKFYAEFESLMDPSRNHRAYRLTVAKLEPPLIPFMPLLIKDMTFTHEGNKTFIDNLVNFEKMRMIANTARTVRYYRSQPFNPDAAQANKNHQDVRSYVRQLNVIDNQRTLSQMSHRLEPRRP
#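 Each well held 100 nM EPAC2, 250 nM RAP1B-BODIPY-GDP and 50 uM GDP. Fluorescence, read at 5-min intervals to 30 min, was referenced to a 6.5 mM cAMP positive control.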
# A549 tox: counter-screen for Nrf2 inhibitors: cytotoxicity in A549 cells; A549 ARE-Fluc cells, CellTiter-Fluor viability, 18-24 h; Potency, µM (titrated, usually from 46 µM), without a hit: at the top dose activity change, negative = cytotoxicity, most hits filed as inhibitors; hit rate 0.16% among 390,000; AID 504648; note: potency is the fitted concentration of half-maximal effect; % is set by controls: 0 for no effect and ±100 for the full control effect
#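 A549 ARE_Fluc cells in 5% FBS OPTI-MEM were exposed to compounds in concentration-response for 18-24 h at 37 deg C. Viability was read by CellTiter-Fluor fluorescence (Ex 405/Em 525) after 30 min, before the luciferase read.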
# Nrf2 activator: activates Nrf2 signaling; AREc32 ARE-luciferase reporter (MCF7-derived line), luminescence, 24 h; Potency, µM (series often up to 46.1 µM), inactives show at the top dose activation, hits mostly activators; hit rate 0.31% among 410,000; note: potency is the fitted concentration of half-maximal effect; % of control where 0% means no effect; nearly all actives have a fitted effect of over 65% in size
#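 Steps: seed AREc32_Fluc cells (1000/well, 5% FBS OPTI-MEM); incubate overnight at 37 deg C; add 23 nL compound; incubate 24 hr; add Steady-Glo; hold 30 min RT; read luminescence.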
# ATXN2 expr inh: ATXN2 expression inhibition. AID 1745845. hit rate 0.72% among 360,000. Potency, µM (series often up to 57 µM), for the others: at the top dose activity change, negative = inhibition, hits mostly inhibitors. HEK-293 ATXN2-luciferase reporter, luminescence, 24 h; note: potency is the fitted concentration of half-maximal effect; % is set by controls: 0 for no effect and ±100 for the full control effect; nearly all actives have a fitted effect of over 55% in size
#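 qHTS (up to 57 uM final) was run with 24 h compound exposure of reporter cells at 37 °C. Each well was multiplexed: SteadyGlo luminescence measured ATXN2-luciferase expression after a fluorogenic Gly-Phe-AFC viability readout (25 uM final).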
# * = called active by the depositor; i = inactive; ? = inconclusive; . = no result given; & = joins results of further samples; [ ] = remark or other dose. Unless noted, calls come from the whole dose curve; as a rule, active = well fitted curve in the direction sought with a large enough effect; inconclusive = small, poorly fitted or top-dose-only effect, or another doubt; inactive = no such curve, though single readings can be large; an effect the other way counts as inactive or inconclusive.
smiles,IL2 activator,Nrf2 inh,TGFb inhibitor,HepG2 viability,ATXN viability,EPAC2 ag,A549 tox,Nrf2 activator,ATXN2 expr inh
CC(=O)c1ccc(N2CCN(C(=O)c3n[nH]c4ccccc34)CC2)cc1,5.2,-22%,2%,0%,i,16%,4%,3.6%,.
CC(=O)c1ccc(C(=O)N2CCCC(C(=O)c3cc(F)ccc3F)C2)s1 (stereo not given),4.8,8%,5%,-10%,i,2%,-2%,0.0%,14%
COc1cc(C(=O)NCc2nnc(SCC(=O)N3CCC(C)CC3)o2)cc(OC)c1OC,-1.6,-12%,-5%,1%,i,-3%,-4%,-0.5%,-9%
COc1ccc(NC(=S)N2CCCC2)c(OC)c1,-1.5,1%,22%,14%,i,7%,3%,-0.1%,14%
COc1cc(OC)c(NC(=O)CSc2cc(=O)n(C)c3ccc(Cl)cc23)cc1Cl,.,10%,0%,-19%,i,.,-6%,0.4%,-3%
Fc1ccccc1OCc1nc(-c2ccc(-n3cccc3)cc2)no1,.,?,-6%,-28%,i,.,-6%,0.6%,2%
CCC(C)(C)NC(=O)C(c1ccc(F)cc1)N(Cc1ccco1)C(=O)c1cnccn1 (stereo not given),-0.7,9%,-4%,7%,i,-1%,7%,5.2%,5%
O=C(NCCN1CCCCC1)Nc1ccc(F)cc1F,-1.6,-4%,-1%,6%,i,0%,0%,-0.7%,1%
Cc1ccc(C)c(OCC(=O)NCC(C)C)c1C,-0.4,-2%,14%,3%,i,-8%,10%,0.0%,3%
CCOC(=O)c1ccccc1NC(=O)N(Cc1ccc(C)cc1)Cc1cccn1-c1nnc(N2CCCC2=O)s1,.,8%,-2%,-3%,.,.,1%,0.5%,.
CCOc1ncccc1C(=O)OCC(=O)NC1CCCCC1,-0.3,-1%,4%,8%,i,3%,-6%,-1.0%,5%
CCCNC(=O)C(Cc1ccc(I)cc1)NC(=O)c1ccc(C#N)cc1 (stereo not given),-1.2,-6%,13%,3%,?,-3%,-6%,-0.5%,-10%
COc1cc(CNCc2cccnc2)ccc1OCC(=O)NC1CCCCC1,-0.7,?,24%,-1%,i,17%,8%,1.7%,.
CC1CCC2C(=O)N(c3ccc(C(=O)NCc4ccccc4)cc3)C(=O)C2C1 (stereo not given),-0.4,-17%,1%,2%,?,13%,11%,0.4%,-2%
O=C(O)CCCC(=O)Nc1ccc(N=Nc2ccccc2)cc1,6.8,4%,15%,13%,?,4%,-11%,0.7%,.
COc1ccc(C(=O)Oc2ccc(N(C)S(=O)(=O)c3ccccc3)cc2)cc1[N+](=O)[O-],0.7,?,8%,5%,i,16%,-1%,0.2%,3%
CCOC(=O)c1cnc2c(Cl)cc(Cl)cc2c1Nc1cc(C(=O)O)ccc1C,.,-18%,-9%,-11%,i,.,-14%,-0.7%,16%
CCCSc1nc2c(cnn2-c2ccccc2)c(=O)n1N,4.3,3%,-1%,-16%,i,17%,0%,0.2%,-9%
CC(C)N(Cc1nnc(-c2ccc(Cl)cc2)o1)C(=O)C1=COCCO1,1.4,1%,2%,0%,i,8%,-1%,0.0%,1%
CC(C)NC(=O)CSc1nnc(-c2ccc3ncccc3c2)n1C,0.2,9%,-4%,11%,i,-1%,5%,0.3%,.
O=C(N/N=C\c1ccc(Cl)s1)C1COc2ccccc2O1 (stereo not given),-0.6,-15%,0%,-21%,i,14%,0%,3.0%,-33%
C#CCN(C[C@@H]1[C@@H](OC(=O)Nc2cccs2)[C@@H](OC(=O)Nc2cccs2)Cn2c(=O)n(CCCCCC)c(=O)n21)S(=O)(=O)c1ccc(C)cc1,-0.2,.,-7%,-2%,i,22%,.,2.7%,6%
O=C(NCc1ccc(Cl)cc1)C(=O)Nc1cccc(Br)c1,.,4%,0%,-1%,i,.,?,0.5%,3%
O=C(c1ccc(CNS(=O)(=O)c2ccc(Br)cc2)cc1)N1CCCC1,0.3,-5%,-7%,17%,i,5%,12%,0.4%,.
CC(=O)c1ccccc1NC(=O)Cn1c(=O)cnc2ccccc21,-4.3,7%,-17%,2%,i,8%,5%,0.7%,.
CCCOC(=O)c1cccc(NC(=O)CSc2nnc3cc(C)c4ccccc4n23)c1,.,?,-23%,-12%,.,.,-2%,0.5%,.
Cc1ccc(Cn2c3ccccc3c3cnn(CC(=O)Nc4cc(Cl)ccc4C)c(=O)c32)cc1,.,5%,.,-11%,.,.,2%,-0.1%,.
COc1ccc(Cl)cc1-c1cc(C(=O)NC2CCCCC2)[nH]n1,0.1,.,2%,-1%,i,20%,.,14%,10%
COc1ccc(-c2nc(-n3c(C)c(C(C)=O)c(C(C)=O)c3C)sc2C)cc1OC,0.3,-24%,22%,-18%,i,7%,-21%,0.6%,-2%
CN(C)S(=O)(=O)c1ccc(N2CCCC2)c(C(=O)Nc2ccc(Br)cc2F)c1,-0.5,-15%,-5%,-1%,i,5%,-16%,3.5%,3%
CCOC(=O)[C@]12CCC=C1N(Cc1ccccc1)C(=O)[C@H](CC(=O)NCc1cccc(C(F)(F)F)c1)C2,-1.1,.,.,.,?,-4%,.,4.0%,?
CCOC(=O)N1CCN(C/C(C)=C/c2ccccc2)CC1,1.0,.,-8%,4%,i,8%,15%,0.5%,13%
C#CCOCCOCCOCCNc1nc(N2CCN(C(=O)CCCCCCCCCCNC(=O)Cn3cc(C[C@@H](C)O)nn3)CC2)nc(N2CCN(C(=O)CCCCCCCCCCNC(=O)[C@H](CO)n3cc(CCCSC)nn3)CC2)n1,-1.6,2%,-18%,-6%,?,10%,-7%,10%,-5%
Cc1cc(Cl)ccc1OCC(=O)OCC(=O)NCCNC(=O)COC(=O)COc1ccc(Cl)cc1C,-0.1,-7%,-8%,-21%,i,-9%,0%,-1.4%,1%
O=C(CSC1=NCCS1)Nc1ccccc1F,0.9,?,0%,-8%,i,5%,2%,0.0%,6%
O=C(COC(=O)C1CCCN1C(=O)c1cccs1)Nc1ccc2c(c1)OCO2 (stereo not given),0.0,6%,?,-7%,i,8%,-9%,0.0%,-6%
COc1cc(/C=C/C(=O)OCC(=O)Nc2c(C)n(C)n(-c3ccccc3)c2=O)ccc1O,0.3,3%,2%,1%,i,1%,-1%,0.1%,3%
NC(=O)c1[nH]cnc1N,-0.1&-0.9,7%&5%,-1%&6%,13%&10%,i,-1%&0%,0%&0%,0.2%&0.0%,6%&5%
COCc1c(C(=O)OCC(=O)N(C)C2CCS(=O)(=O)C2)oc2ccccc12 (stereo not given),0.3,10%,2%,-33%,?,9%,2%,-0.2%,.
CC(=O)c1cn(N2CCCCC2)c(=O)[nH]c1=O,-0.3,16%,-3%,-8%,i,6%,4%,-0.5%,-29%
COc1ccccc1N(CC(=O)Nc1ccc(C(F)(F)F)cc1)S(C)(=O)=O,2.3,-16%,-16%,-20%,i,-6%,9%,-0.4%,-31%
O=C(O)c1ccc(OCCOc2ccccc2)cc1,-1.5,3%,-21%,-36%,i,7%,5%,0.4%,.
CCOc1ccc(-c2nnc3ccc(SCC(=O)NCc4ccco4)nn23)cc1,-0.5,14%,35%[activator],-7%,i,-1%,-11%,-0.1%,-8%
O=C(NCCCCCCNC(=O)C1CCCC1)C1CCCC1,-1.5,10%,-4%,11%,i,0%,0%,0.4%,-4%
CCC(C)(NC(=O)c1ccc2c(c1)OCO2)C(=O)NC1CCCCC1 (stereo not given),0.1,27%,1%,-1%,i,-2%,-3%,3.3%,-10%
CCOC(=O)c1c(C)[nH]c(C)c1S(=O)(=O)N1CCC(C(=O)N2CCN(c3ccccc3F)CC2)CC1,.,.,-6%,-16%,?,.,-7%,0.8%,-13%
O=C(CC1NCCNC1=O)Nc1ccc(Cl)c(Cl)c1 (stereo not given),1.0,14%,-4%,8%,i,4%,1%,0.9%,14%
CCN(CC)S(=O)(=O)c1cc(C(=O)OCC(=O)Nc2cccc(Br)c2)ccc1F,0.4,-3%,-6%,1%,i,2%,1%,0.3%,-1%
CCn1nc(C)c(NC(=O)Nc2cccc(Cl)c2Cl)c1C,-1.6,-25%,-11%,1%,i,-1%,2%,-0.2%,-4%[11.3 µM]
Cc1ccc(NC(=O)COC(=O)c2cc(Cl)ccc2[N+](=O)[O-])c(C)c1,0.9,14%,-4%,0%,i,-2%,0%,-0.8%,4%

# Next records
smiles,IL2 activator,Nrf2 inh,TGFb inhibitor,HepG2 viability,ATXN viability,EPAC2 ag,A549 tox,Nrf2 activator,ATXN2 expr inh
O=C(c1cc2cc(Br)ccc2s1)N1CCOCC1,-2.7,-13%,0%,-5%,.,6%,-3%,0.3%,-26%
S=c1[nH]nc(CSCc2ccc(Cl)cc2Cl)n1-c1ccccc1,0.7,?,-19%,-25%,i,14%,?,1.9%,-1%
Cc1cccc(C(C)C)c1NC(=O)COC(=O)c1cccc(S(=O)(=O)N2CCc3ccccc3C2)c1,-1.8,-16%,-1%,-4%,i,4%,-3%,-0.2%,-34%
O=C(N/N=C/C=C/c1ccccc1)c1ccccn1,2.6,?,8%,-11%,i,-3%,3%,0.1%,13%
O=C(c1ccc(C(F)(F)F)cc1)c1c[nH]c(C(=O)NCCCn2ccnc2)c1,-1.7,3%,17%,-7%,i,-20%,2%,-0.5%,-3%
Cc1ccc2[nH]c(=O)c3cc(C(=O)NCCC(C)C)sc3c2c1,-3.0,3%,-8%,-18%,?,-6%,-3%,-0.4%,-15%
Fc1ccc(C(c2nnnn2C2CCCC2)N2CCN(Cc3ccncc3)CC2)cc1 (stereo not given),0.2,.,?,11%,i,1%,-18%,0.1%,-6%
